HPDE-C7 cytotoxicity – cytotoxicity in HPDE-C7 cells, cell-based, fluorescence, HTS (AID 430); HPDE-C7 pancreatic duct cells viability, fluorescence; higher % means a stronger effect; one-dose cytotoxicity, % at 10 µM; EC50 in µM for titrated hits; 1.8% of 63,000 active;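 note: cells exposed to compound for 48 hours before viability readout; 0% = vehicle and 100% = reference cytotoxic drug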
DPM-DC inhibit – S. pneumoniae DPM-DC inhibitors, primary screen, biochemical, PK/LDH-coupled NADH fluorescence. purified DPM-DC. calls only at 10 µM. diphosphomevalonate decarboxylase (Streptococcus pneumoniae D39). 0.49% of 65,000 active. AID 556, 2006;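 active = the 320 compounds with the highest percent inhibition in the single-dose primary screen, excluding strongly autofluorescent ones, cut at about 32% in these data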;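 note: kinetic rate of NADH fluorescence loss reporting ADP formed by the decarboxylase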
Bfl-1 inhibitors – Bfl-1 inhibitors, primary screen, biochemical, fluorescence polarization, FITC-Bid, mouse (AID 432); Bcl-2-related protein A1 (Mus musculus); FITC-Bid BH3 peptide fluorescence polarization displacement; higher % means a stronger effect; one-dose displacement, % at 20 µM; IC50 in µM for titrated hits; 0.02% of 64,000 active; in the data active = a potency from the dose series; inactive = the rest, 99 in 100 with displacement below about 15%; note: strong numbers were not always called active
HT1080 viability – cytotoxicity in HT1080 fibrosarcoma cells, cell-based, fluorescence readout (AID 620); cytotoxicity, % at 10 µM; hits with a dose series show EC50 in µM; HT1080 viability, fluorescence; higher % means a stronger effect; 0.42% of 87,000 active;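 note: cells exposed to compound overnight then 4 h with Alamar Blue; 0% = vehicle DMSO and 100% = killing control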
MK inhibit – S. pneumoniae MK inhibitors, primary screen, biochemical, PK/LDH-coupled NADH absorbance; mevalonate kinase [Streptococcus pneumoniae D39]; 0.48% of 65,000 active; purified MK, PK/LDH-coupled NADH absorbance 340 nm; AID 555, 2006; inhibition, % at 10 µM;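 active = ranked among the strongest by inhibition in the single 10 µM screen, a fixed top-ranked set picked for dose follow-up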; note: no value below 0 was filed
PMK inhibit – S. pneumoniae PMK inhibitors, primary screen, biochemical, mevalonate pathway, pilot trial included; phosphomevalonate kinase (Streptococcus pneumoniae D39); 0.49% of 65,000 active; inhibition, % at 10 µM; purified PMK, PK/LDH-coupled NADH absorbance 340 nm;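 active = top-ranked compounds by inhibition in the single 10 µM screen, taking a fixed number of the strongest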;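 note: 0% = full reaction with DMSO carrier and 100% = background rate without enzyme reaction; no value below 0 was filed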
KRASV12 cytotoxicity – cytotoxicity in KRAS-transformed pancreatic duct cells, primary screen, cell-based, fluorescence, HTS (AID 431); HPDE-C7K KRASV12 cells, Alamar Blue viability, 48 h; higher % means a stronger effect; cytotoxicity, % at 10 µM; hits with a dose series show EC50 in µM; 1.7% of 63,000 active;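 active = compounds whose percent cytotoxicity in the single-dose primary screen, scaled between solvent and toxic-drug controls, exceeds 50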;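 note: 0% = DMSO solvent wells and 100% = doxorubicin-treated wells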
LYP inhibition – LYP phosphatase inhibitors, primary screen, biochemical, DiFMUP fluorescence, recombinant catalytic domain, 10 µM (AID 606); Tyrosine-protein phosphatase non-receptor type 22 (Homo sapiens); recombinant LYP catalytic domain, DiFMUP fluorescence; higher % means a stronger effect; inhibition, % at 10 µM, or IC50 in µM where a hit was titrated; 52,000 tested, under 10 active;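 active = IC50 under 40 µM in the dose-response test; inactive = IC50 of 40 µM or more, or never dose-tested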
Alkaline phosphatase – human TNAP enzyme inhibitors, biochemical, luminescent (AID 518); Alkaline phosphatase, tissue-nonspecific isozyme (Homo sapiens); purified TNAP enzyme, luminescent substrate readout; higher % means a stronger effect; one-dose inhibition, % at 20 µM; IC50 in µM for titrated hits; 0.09% of 64,000 active; in the data active = a potency from the dose series; inactive = the rest, 99 in 100 with inhibition below about 22%;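 note: plate controls were vehicle for no effect and reference inhibitor for full effect; many of its hits are not listed in these tables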
PMK inhibit pilot replicates – recorded beside PMK inhibit, whose call it bears; inhibition, %; measured here: pilot screen replicates
MK inhibit pilot replicates – second read-out of MK inhibit, no call of its own (marks repeat the call); inhibition, %; measured here: pilot screen replicates
DPM-DC inhibit pilot screen % – second read-out of DPM-DC inhibit, no call of its own (marks repeat the call); inhibition, %; measured here: pilot screen trials
* hit, by the source's call; i = inactive; . = not tested or not shown. Cut-off read from the data, not from the text of the source, unless noted: active = cytotoxicity above about 50%; inactive = the rest.

SMILES | HPDE-C7 cytotoxicity | DPM-DC inhibit | Bfl-1 inhibitors | HT1080 viability | MK inhibit | PMK inhibit | KRASV12 cytotoxicity | LYP inhibition | Alkaline phosphatase | others
O=C(C1CCCN1S(=O)(=O)c1cccc2cccnc12)N1CCn2c1nc1ccccc12 (stereo unspecified) | -10% | i | -2% | . | 5 | 0 | -2% | 9% | 12% | PMK inhibit pilot replicates=0.0;MK inhibit pilot replicates=0.0;DPM-DC inhibit pilot screen %=9.5
O=C(Nc1nccs1)c1cc2sccc2n1Cc1ccc(F)cc1 | -3% | i | 0% | 1% | 10 | 4 | -3% | . | 8%
O=C(NCCSc1ccccc1)c1cccnc1 | -4% | i | -8% | 7% | 4 | 0 | -6% | 9% | 9%
O=C(c1cccc(F)c1)N1CCN(S(=O)(=O)c2ccccc2)CC1 | -3% | i | -8% | 2% | 12 | 0 | 5% | -17% | 2%
O=C(CCN1CCCCC1)Nn1c(=S)[nH]c2ccccc2c1=O | -12% | i | -12% | 4% | 3 | 12 | -3% | 1% | 1%
COc1ccc(-c2cc(C(F)(F)F)nc(SCC(=O)Nc3cc(C)on3)n2)cc1 | -22% | i | -7% | 0% | 10 | 10 | -12% | 10% | 12%
CCOc1ccccc1N(CC(=O)NC1CCCCC1)S(C)(=O)=O | -5% | i | -6% | 4% | 7 | 0 | -9% | 9% | 9%
CCN=C1SC(C(=O)NCCc2ccccc2)CC(=O)N1CC (stereo unspecified) | 6% | i | 1% | -7% | 12 | 12 | -12% | 14% | 9%
CCOc1ccccc1N(CC)C(=O)Cn1ncc2c(=O)oc3ccccc3c21 | -18% | i | 5% | -3% | 3 | 7 | 3% | -1% | 8%
Cc1cc2occ(CC(=O)NC3=NCCS3)c2cc1C(C)C | 1% | i | 4% | 5% | 1 | 7 | 4% | -2% | -1%
COc1ccc2c3c(c(=O)oc2c1OCC(N)=O)CCCC3 | 1% | . | -6% | -2% | 10 | 0 | -3% | . | 10% | PMK inhibit pilot replicates=0.0;MK inhibit pilot replicates=0.0
CN(C)c1nc(SCCOC(=O)COc2ccc(Cl)cc2Cl)nc(N(C)C)n1 | -1% | i | 2% | -12% | 7 | 6 | 5% | 2% | 9%
Cc1ccccc1C(=O)N1CCN(c2nc(N3CCOCC3)nc(N3CCOCC3)n2)CC1 | 1% | i | -3% | . | 3 | 10 | -4% | 8% | 10%
c1cncc(-c2nc(NCc3ccco3)c3ccccc3n2)c1 | 5% | i | -4% | -6% | 2 | 0 | 10% | . | 10%
CC(CCO)Nc1nc2c([nH]1)c(=O)n(C)c(=O)n2C (stereo unspecified) | -3% | i | -2% | 6% | 6 | 3 | -15% | -1% | 2%
Cn1c(=O)c2c(SC3CCCC3)nc(CC(C)(C)C)nc2n(C)c1=O | -9% | i | -1% | 3% | 5 | 3 | 2% | -4% | 1%
COC(=O)N/C(C)=C1/NC(=O)c2ccccc2C(c2ccccc2)N1 (stereo unspecified) | -6% | i | -3% | 4% | 10 | 0 | 0% | 12% | 6%
CCNc1cccc2c1C(=O)N(C)C2=O | -7% | i | 103% | 0% | 12 | 11 | 10% | -7% | 7%
CCn1cc(C(=O)NCc2ccc3c(c2)OCO3)c2cc(OC)c(OC)cc2c1=O | -6% | i | -3% | 12% | 9 | 6 | -6% | . | 5%
Cn1cc(S(=O)(=O)N2CCC(Cc3ccccc3)CC2)c(=O)n(C)c1=O | 3% | i | 9% | . | 12 | 0 | 2% | -1% | 3%
COc1ccc2nc(Nc3nc(C)c(C(C)=O)s3)sc2c1 | 18% | i | 0% | 2% | 9 | 11 | 19% | 3% | -14%
CC(=O)N(c1ccccc1)c1c(F)c(F)c(F)c(F)c1F | -11% | i | -7% | . | 0 | 0 | -7% | 0% | 7%
O=C1CCC(c2ccccc2)N1C(=O)c1cccnc1 (stereo unspecified) | -13% | i | 9% | 0% | 17 | 0 | -8% | 8% | 17% | PMK inhibit pilot replicates=0.5;MK inhibit pilot replicates=0.0;DPM-DC inhibit pilot screen %=2.0
CCCS(=O)(=O)N1CCC(C(=O)NCC2CCCO2)CC1 (stereo unspecified) | -3% | i | -7% | 1% | 2 | 2 | -15% | -11% | 10%
O=C(Nc1cnccn1)C1c2ccccc2Oc2ccccc21 | 10% | i | -1% | -1% | 0 | 8 | 6% | 6% | 6%
O=C(Nc1nccs1)C1CCCN(S(=O)(=O)c2cccnc2)C1 (stereo unspecified) | -5% | i | -5% | -3% | 12 | 0 | -6% | 6% | 2%
CCN(CC)S(=O)(=O)c1ccc2c(c1)nc(CCC(=O)OCC(=O)N1CCc3ccccc31)n2C | 0% | i | -4% | 12% | 4 | 11 | 6% | 14% | 7%
O=C(CSc1nnc(COc2cccc3ccccc23)o1)N1CCN(C(=O)c2ccco2)CC1 | -9% | i | -10% | 7% | 5 | 11 | -4% | -4% | 12%
COc1ccc(C2C(C(=O)N3CCOCC3)=C(C)NC3=C2C(=O)CC(C)(C)C3)cc1O (stereo unspecified) | 7% | i | -7% | 2% | 13 | 15 | 4% | 9% | 9%
COc1ccc(CCn2c(-c3ccco3)nc3oc4ccccc4c(=O)c3c2=O)cc1 | 1% | i | 2% | 16% | 0 | 15 | 1% | . | 10%
CC(=O)NC1C(=O)N=C(SCC(=O)NC(C)c2ccccc2)NC1=O (stereo unspecified) | -1% | i | 6% | -1% | 8 | 17 | 1% | 3% | 7%
COCc1cc(C)nc(SCC(=O)N2CCC(C)CC2)c1C#N | -5% | i | 12% | -3% | 7 | 5 | -1% | 4% | 6%
O=C(CSc1nnc(-c2cccnc2)o1)Oc1ccccc1 | . | i | -2% | -5% | 0 | 18 | . | . | -6%
CCOC(=O)CNC(=O)Nc1cc(C(C)(C)C)nn1-c1ccccc1 | 6% | i | -2% | 2% | 6 | 0 | -5% | -2% | 5%
CCC(C)(C(=O)NC1CCCCC1)N(CC1CCCO1)C(=O)c1ccccn1 (stereo unspecified) | -8% | i | -1% | 0% | 6 | 1 | -6% | -5% | 11% | PMK inhibit pilot replicates=2.5;MK inhibit pilot replicates=7.0;DPM-DC inhibit pilot screen %=0.0
COCCNC(=O)Cn1nc(C(F)(F)F)cc1C | -6% | i | 0% | -2% | 4 | 3 | -2% | 13% | 0%
CCn1c(SCC(=O)c2ccc(CNC(C)=O)o2)nnc1-c1cccs1 | . | i | -10% | 0% | 0 | 15 | . | 9% | 9%
Cc1nnc(SCC(=O)Nc2ccc(Cl)cn2)n1Cc1ccccc1 | 2% | i | -1% | 2% | 0 | 15 | 9% | 15% | 15%
Cc1cccc(N(CC(=O)N2CCCC2)S(=O)(=O)c2ccccc2)c1C | -4% | i | -4% | 3% | 1 | 5 | 1% | . | 4% | PMK inhibit pilot replicates=0.0;MK inhibit pilot replicates=2.0;DPM-DC inhibit pilot screen %=2.5
COCC(=O)Nc1sc2c(c1C(=O)OC)C(C(=O)OC)CC2 (stereo unspecified) | -6% | i | -8% | 2% | 7 | 7 | -1% | 12% | 6% | PMK inhibit pilot replicates=0.0;MK inhibit pilot replicates=3.0;DPM-DC inhibit pilot screen %=1.5

Seven entries already listed, sorted by formula weight, ascending.
SMILES | HPDE-C7 cytotoxicity | DPM-DC inhibit | Bfl-1 inhibitors | HT1080 viability | MK inhibit | PMK inhibit | KRASV12 cytotoxicity | LYP inhibition | Alkaline phosphatase | others
CC(=O)N(c1ccccc1)c1c(F)c(F)c(F)c(F)c1F | -11% | i | -7% | . | 0 | 0 | -7% | 0% | 7%
O=C(Nc1cnccn1)C1c2ccccc2Oc2ccccc21 | 10% | i | -1% | -1% | 0 | 8 | 6% | 6% | 6%
O=C(CSc1nnc(-c2cccnc2)o1)Oc1ccccc1 | . | i | -2% | -5% | 0 | 18 | . | . | -6%
COc1ccc2nc(Nc3nc(C)c(C(C)=O)s3)sc2c1 | 18% | i | 0% | 2% | 9 | 11 | 19% | 3% | -14%
CC(=O)NC1C(=O)N=C(SCC(=O)NC(C)c2ccccc2)NC1=O (stereo unspecified) | -1% | i | 6% | -1% | 8 | 17 | 1% | 3% | 7%
CCn1c(SCC(=O)c2ccc(CNC(C)=O)o2)nnc1-c1cccs1 | . | i | -10% | 0% | 0 | 15 | . | 9% | 9%
O=C(CSc1nnc(COc2cccc3ccccc23)o1)N1CCN(C(=O)c2ccco2)CC1 | -9% | i | -10% | 7% | 5 | 11 | -4% | -4% | 12%

Other records:
SMILES | HPDE-C7 cytotoxicity | DPM-DC inhibit | Bfl-1 inhibitors | HT1080 viability | MK inhibit | PMK inhibit | KRASV12 cytotoxicity | LYP inhibition | Alkaline phosphatase | others
COC(=O)c1ccc(Nc2ncnc3c2cnn3-c2cccc(C)c2)cc1 | 0% | . | 3% | 4% | 0 | 7 | -3% | -1% | 1%
CCOc1ccc2nc(NC(=O)Cn3cnc4c3c(=O)n(C)c(=O)n4C)sc2c1 | -9% | i | 2% | -4% | 17 | 6 | -6% | 2% | 6%
COc1ccccc1Oc1ccc2c(c1)C(=O)N(c1ccc(O)cc1)C2=O | 14% | i | -2% | 1% | 7 | 11 | 11% | 19% | 7%
Nc1ccc2oc(=O)c3ccccc3c2c1 | -5% | i | -2% | 8% | 7 | 6 | 0% | 1% | 11%
O=C(NCCC(=O)N1CCN(c2ncccn2)CC1)c1ccccc1 | -5% | i | -4% | 4% | 4 | 15 | -8% | -5% | 2%
CN(C)S(=O)(=O)c1ccc(NC(=O)c2ccccn2)cc1 | -9% | i | -5% | -2% | 2 | 1 | 7% | 19% | 5%
CC(C)(C)NC(=O)CSc1nccn1Cc1ccccc1 | -12% | i | -1% | -1% | 6 | 12 | -12% | 7% | 13%
CCNc1nc(OC)nc(Oc2ccc(=O)n(-c3ccccc3)n2)n1 | 8% | i | -6% | 10% | 9 | 0 | -7% | 3% | 14% | PMK inhibit pilot replicates=1.0;MK inhibit pilot replicates=0.0;DPM-DC inhibit pilot screen %=0.0
CC1(C)CC(=O)C2=C(C1)N(Cc1ccco1)C(=O)C2(NC(=O)C1CCCCC1)C(F)(F)F (stereo unspecified) | -9% | i | -7% | -1% | 0 | 9 | 8% | 4% | 14% | PMK inhibit pilot replicates=5.0;MK inhibit pilot replicates=5.5;DPM-DC inhibit pilot screen %=0.5
COc1ccc(-n2ncc3c(N4CCCCC4)ncnc32)cc1 | -7% | i | -1% | . | 0 | 0 | 2% | 8% | 0%
COC(=O)NCC(c1cccnc1)N1CCN(c2ccccc2OC)CC1 (stereo unspecified) | -18% | i | -3% | 0% | 0 | 19 | -12% | -3% | 4%
